PMI act: activators of human phosphomannose isomerase. P34949. purified human PMI, coupled resazurin fluorescence, 20 min; hits give high values; 1 = vehicle control, 0 substrate-free wells. activation factor at 20 µM. hit rate 0.005% among 190,000;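 active = activation factor of 2 or more at 20 µM, relative to plate controls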
Target sequence (P34949 whole entry, looked up): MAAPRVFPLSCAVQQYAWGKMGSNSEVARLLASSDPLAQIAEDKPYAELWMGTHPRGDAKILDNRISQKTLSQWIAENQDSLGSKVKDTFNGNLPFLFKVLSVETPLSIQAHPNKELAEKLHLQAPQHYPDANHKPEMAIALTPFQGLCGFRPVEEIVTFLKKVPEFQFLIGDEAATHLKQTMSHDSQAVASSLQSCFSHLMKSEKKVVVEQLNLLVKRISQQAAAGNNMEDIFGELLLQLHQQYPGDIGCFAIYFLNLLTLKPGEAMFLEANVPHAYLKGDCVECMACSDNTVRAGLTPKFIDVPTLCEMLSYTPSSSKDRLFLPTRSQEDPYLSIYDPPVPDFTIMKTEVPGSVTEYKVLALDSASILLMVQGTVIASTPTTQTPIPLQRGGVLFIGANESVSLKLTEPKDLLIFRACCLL
TNAP inh no acc: TNAP (human) inhibition, acceptor-free conditions. AID 1012. P05186. inhibition, % at 20 µM. purified TNAP, CDP-star luminescence, 30 min. hit rate 0.26% among 200,000;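 active = tissue-nonspecific alkaline phosphatase inhibition above about 50% at 20 µM in the single-dose screen, limit read from the data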;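 also: 0% = DMSO negative control and 100% = EDTA positive control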
Target sequence (P05186 whole entry, looked up): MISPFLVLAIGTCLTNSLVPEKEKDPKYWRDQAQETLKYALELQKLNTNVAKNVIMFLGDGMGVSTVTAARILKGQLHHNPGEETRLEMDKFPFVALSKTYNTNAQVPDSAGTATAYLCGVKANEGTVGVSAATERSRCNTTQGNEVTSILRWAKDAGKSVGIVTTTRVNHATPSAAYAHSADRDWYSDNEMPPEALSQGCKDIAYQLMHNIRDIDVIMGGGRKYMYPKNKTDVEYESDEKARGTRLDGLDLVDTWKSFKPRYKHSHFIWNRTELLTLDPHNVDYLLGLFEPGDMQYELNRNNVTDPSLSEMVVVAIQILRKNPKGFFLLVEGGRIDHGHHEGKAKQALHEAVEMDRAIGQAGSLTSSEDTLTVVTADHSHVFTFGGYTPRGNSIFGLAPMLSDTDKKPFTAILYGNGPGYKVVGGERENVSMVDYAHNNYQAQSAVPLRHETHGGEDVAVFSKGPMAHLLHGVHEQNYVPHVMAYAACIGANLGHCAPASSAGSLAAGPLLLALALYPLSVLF
TNAP act hiacc: increases human TNAP activity under high phosphate acceptor concentration; purified TNAP, CDP-star luminescence, 1 M DEA, 30 min; hits give high values; 0 = EDTA background, 1 = DMSO-only activity; activation factor at 20 µM; 200,000 tested, under 10 active; AID 1136;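 active = activation factor at least 2 at 20 µM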
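system = human TNAP | amount = enzyme diluted 1/800 final | reagent = 100 µM CDP-star substrate | signal = luminescent substrate turnover signal | dosing = one dose, 20 µM | benchmarks = EDTA negative control, DMSO positive control | measure = activation factor | timing = 30 min reaction, room temperature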
Diaph inh CS: diaphorase inhibition or chemical oxidation counter-screen. diaphorase resazurin-to-resorufin fluorescence, NADH, 16 min; bacterial (C. kluyveri) enzyme, not human. AID 1217. inhibition, % at 20 µM. hit rate 0.69% among 190,000;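 active = primary screen inhibition at 20 µM above a set limit, cut at about 50% in these data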;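 also: plate controls were DMSO with full reaction for no effect and wells lacking NADH for full effect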
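Detection: fluorescence of resorufin formed from resazurin, Ex 544/Em 590 nm; test system: Clostridium kluyveri diaphorase enzyme; amount: 0.14 U/mL diaphorase, enzyme working solution; times: 16-min room-temperature incubation before reading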
HMGR II inh: E. faecalis class II HMG-CoA reductase inhibition. purified E. faecalis HMGR, NADPH absorbance 340 nm kinetic. inhibition, % at 10 µM. hit rate 0.41% among 190,000;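 active = inhibition above a set limit, the median over all tested compounds plus 3 SD, cut at about 9.5% in these data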;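 also: enzyme runs in reverse so mevalonate oxidation gives rising NADPH absorbance; 0% = complete reaction with DMSO and 100% = background rate lacking mevalonate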
G6PDH CS: inhibits Leuconostoc G6PDH, flagging false hits in G6PDH-based assays; Purified L. mesenteroides G6PDH, diaphorase/resazurin coupled fluorescence, 45 min; inhibition, % at 5 µM; hit rate 0.12% among 200,000; AID 1020; in the data active = inhibition above about 50%
FLuc act counter: firefly luciferase counter-screen for stimulation assays; AID 1027; P08659; activation factor at 10 µM; 200,000 tested, under 10 active; ATPlite luciferase biochemical, luminescence, 10 min; 0 = ATP-free wells, 1 = DMSO control;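 active = luciferase activation factor, scaled between plate controls, of at least 2 with compound at 10 µM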
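Material: luciferase plus luciferin reagent, cell-free. Medium: PBS buffer for ATP. Also added: ATP substrate, dispensed from a 10.24 µM working solution in PBS. Doses: test compounds dosed from 2 mM stocks in 100% DMSO. Incubation: 10 min post-reagent at room temperature. Technique: light output (luminescence). Read-out basis: luminescence gain marking luciferase activators.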
PMI act satM6P: increases human PMI activity with near-saturating mannose 6-phosphate; activation factor at 20 µM; coupled PMI enzyme assay, resazurin fluorescence, 20 min; hits give high values; 1 = untreated enzyme, 0 = substrate-free blank; AID 1216; hit rate 0.34% among 190,000;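 active = activation factor of 2 or more at 20 µM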
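Test system – human PMI in coupled enzyme assay · Timing – 20 min incubation at room temperature · Detection – Diaphorase-driven resazurin-to-resorufin fluorescence, excitation 544, emission 590 nm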
Diaph act CS: activates diaphorase or chemically reduces, flagging diaphorase assay artifacts | Diaphorase/resazurin coupled assay, resorufin fluorescence, 16 min; hits give high values; 1 = vehicle wells, 0 = NADH-free wells | hit rate 0.005% among 190,000 | activation factor at 20 µM | AID 1229;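 active = diaphorase activity raised at least twofold by the compound at 20 µM; inactive = activation factor below 2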
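Assay system: bacterial diaphorase enzyme (C. kluyveri) / Input: enzyme 0.07 U/mL final / Medium: 50 mM HEPES pH 7.4 with 4.542 mM MgCl2, 0.005% Tween 20 / Doses: single compound dose of 20 µM, 1% DMSO final / Incubation: 16 min enzyme reaction, ambient temperature / Signal: fluorescence, excitation 544 nm and emission 590 nm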
TNAP inh hi DEA: blocks human TNAP under high phosphate acceptor concentration; P05186; purified TNAP, CDP-star luminescence, 1 M DEA; inhibition, % at 20 µM; hit rate 0.03% among 200,000; AID 1135;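 active = over 50% inhibition of tissue-nonspecific alkaline phosphatase at 20 µM in the single-dose screen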;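 also: plate controls were DMSO wells for no effect and EDTA-quenched wells as full inhibition for full effect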
Numbers without * were called inactive. Random draw from the library. Share with any hit: about 1.7%.

SMILES	PMI act	TNAP inh no acc	TNAP act hiacc	Diaph inh CS	HMGR II inh	G6PDH CS	FLuc act counter	PMI act satM6P	Diaph act CS	TNAP inh hi DEA
O=C(O)Cn1nnnc1SCC(=O)Nc1ccc(F)cc1F	1.1	-11	1.1	2	-1	1	1.1	1.1	1	-8
Cc1c(C=O)c2ccccc2n1CC(=O)NCc1ccccc1	1.2	-12	1	-7	-2	4	1.1	1.1	1.1	-3
O=C(CN1CCN(c2ncccn2)CC1)NCc1ccc2c(c1)OCO2	1.1	-10	1	13	3	5	1	0.9	0.9	0
CCN1C(=O)c2cccc3cccc1c23	0.1	-9	1	11	-1	6	1	0.2	0.9	-3
CC(=O)c1cccc(NC(=S)NC(=O)c2ccccc2)c1	0.8	15	1	27	-1	1	0.7	0.9	0.7	-1
CC(=O)c1cccc(NC(=O)c2ccc3c(Cl)c4c(nc3c2)CCCC4)c1	0.8	-6	1	17	-11	-46	0.8	0.9	0.8	-2
O=C(CC1Nc2ccccc2NC1=O)c1ccccc1 (configuration not stated)	1	1	0.9	22	-6	0	0.5	1	0.8	14
O=C(N/N=C1\CC2CC=CC12)c1ccc(COc2ccccc2)cc1 (configuration not stated)	1	-5	1.1	0	-3	4	1	1	1	-7
c1ccc2c(Nc3nc(N4CCOCC4)c4ccccc4n3)cccc2c1	0.9	-4	1.1	15	-3	4	1.1	0.9	0.8	-6
c1cncc(-c2nc(N3CCOCC3)c3c4c(sc3n2)CCC4)c1	1	1	1	29	0	3	1.1	1	0.7	-4
CCn1c(CCCOc2ccc(Cl)cc2Cl)n[nH]c1=S	0.9	12	1	14	3	18	0.9	0.9	0.9	-4
COc1ccc([C@@H]2[C@H]3C(=O)N(c4cccc(C(F)(F)F)c4)C(=O)[C@H]3ON2C)cc1	1	-9	1.1	-4	-2	7	1	1	1	-6
COc1ccc(CCNC(=O)CSc2cn(Cc3cccc(C)c3)c3ccccc23)cc1OC	0.8	-81	1.1	27	0	17	1	0.8	0.7	-12
COc1ccc(/C=C2\SC(=N)N(c3ccc(F)cc3)C2=O)cc1OC	1	-1	1	12	-6	7	1	1.1	0.9	4
O=C(c1noc2c1CCCC2)N1CCC(CO)(Cc2ccccc2Cl)CC1	0.9	-7	1.1	23	-1	5	1.1	0.9	0.8	-6
COc1ccc(NC(=O)c2ccc(-c3ccc(OC)cc3)s2)cc1	1.1	-20	1.1	24	-5	-1	1	1.1	0.8	-6
O=C(NNC1CC(=O)N(c2ccc(Br)cc2)C1=O)c1cccnc1 (configuration not stated)	1.2	-12	1	15	-10	2	1	1.1	0.8	-2
C/C(CC(=O)NC(C)(C)C)=N\NC(=O)c1ccccc1N	1	-7	1	20	7	7	1	1	0.8	0
COCC(=O)Nc1cc(C(=O)Nc2ccccc2C)ccc1Cl	0.9	-6	1	9	0	2	0.9	0.9	0.9	0
NC(=O)N/N=C/c1ccc(OCc2cccc(Cl)c2)cc1	1.1	-12	1.1	-2	3	0	1	1.1	1	-5
CC(C)OC(=O)c1c(NC(=O)CCC(=O)O)sc2c1CCCCC2	0.9	-6	1	9	-2	0	1.1	1	0.9	-1
Cc1ccccc1OCCSCc1nc2ccccc2[nH]1	0.7	-38	0.9	12	-6	11	1	0.9	0.9	5
COc1ccc(NC(=O)C(c2cc3c(cc2[N+](=O)[O-])OCO3)N(C)Cc2ccccc2)cc1 (configuration not stated)	0.7	-9	1	37	0	2	1	0.5	0.6	-4
COc1ccc(C(C)=O)cc1CN1C(=O)NC2(CCCCCC2)C1=O	1	-10	1.1	10	2	-7	1.1	1	0.9	-5
CCCCc1ccc(NC(=O)N[C@H](C(=O)O)C(C)CC)cc1 (some centres not stated)	0.9	-7	1	11	0	20	1	0.9	0.9	-3
COC(=O)c1cn(NC(=O)c2cc(OC)cc(OC)c2)c(=O)c2ccccc12	1	-5	1	-4	-8	5	1	1	1	-1
CC1CN(S(=O)(=O)c2ccc(NC(=O)c3ccco3)cc2)CC(C)O1 (configuration not stated)	1	-13	1	4	-5	18	1	1	1	-3
O=C(NCCC1=CCCCC1)C(=O)c1c[nH]c2ccccc12	1	-4	1	12	-10	10	0.9	1	0.9	-1
Cc1ccc(S(=O)(=O)NC(=O)N2CCC(C)CC2)cc1	1	-6	1	8	-4	3	1.1	1	0.9	-2
O=C(/C=C\Nc1ccc2c(c1)OCO2)c1ccc(Cl)s1	1	-5	1	5	-6	2	0.1	1	0.9	1
Cc1ccccc1Nc1nc(N)nc(CSc2nc3ccccc3s2)n1	1	12	1	16	-3	3	1.1	1	0.8	1
Cc1ccc(-n2nnnc2-c2ccco2)cc1	0.9	-5	1	10	1	11	1	0.9	0.9	-2
Cc1ccc(NC(=O)C2CC(=O)N(C(C)C)C2)cc1Cl (configuration not stated)	1	-8	1.1	-14	-3	7	1	1.1	1.1	-5
Cc1noc(C)c1C(=O)Nc1ccc(F)c(F)c1	1	-15	1	7	-3	8	1.1	1	0.9	-2
Cc1cccc(-n2c(=O)c3c4c(sc3n3c(=S)[nH]nc23)CCC4)c1	1	16	1	31	-5	5	1	1	0.7	5
CC(C)(C)c1nnc(N/N=C/c2ccc(Br)cc2)n(N)c1=O	0.9	-13	1	7	-4	5	1	1	0.9	4
Cc1ccccc1N1CCN(S(=O)(=O)N(C)C)CC1	1	-14	1	-3	1	-3	1.1	1	1	-4
Fc1ccc(CNC(=S)Nc2cccc(Cl)c2)cc1	1	-9	1.1	10	-4	2	1.1	1	0.9	-8
O=C(Nc1ccccc1O)c1ccc(NS(=O)(=O)c2cccc3cccnc23)cc1	0.9	-8	1.1	29	-6	12	1	0.9	0.7	-6
COCCCn1c(=S)[nH]c2ncccc2c1=O	1	-7	1	8	-2	2	1.1	1	0.9	-2

The closing 6 records of the section before lead into the next:
SMILES	PMI act	TNAP inh no acc	TNAP act hiacc	Diaph inh CS	HMGR II inh	G6PDH CS	FLuc act counter	PMI act satM6P	Diaph act CS	TNAP inh hi DEA
Cc1cccc(-n2c(=O)c3c4c(sc3n3c(=S)[nH]nc23)CCC4)c1	1	16	1	31	-5	5	1	1	0.7	5
CC(C)(C)c1nnc(N/N=C/c2ccc(Br)cc2)n(N)c1=O	0.9	-13	1	7	-4	5	1	1	0.9	4
Cc1ccccc1N1CCN(S(=O)(=O)N(C)C)CC1	1	-14	1	-3	1	-3	1.1	1	1	-4
Fc1ccc(CNC(=S)Nc2cccc(Cl)c2)cc1	1	-9	1.1	10	-4	2	1.1	1	0.9	-8
O=C(Nc1ccccc1O)c1ccc(NS(=O)(=O)c2cccc3cccnc23)cc1	0.9	-8	1.1	29	-6	12	1	0.9	0.7	-6
COCCCn1c(=S)[nH]c2ncccc2c1=O	1	-7	1	8	-2	2	1.1	1	0.9	-2
Cc1ccnc(Sc2ccc([N+](=O)[O-])cn2)n1	1.3	-3	1	-7	1	1	1	1.2	1.1	-4
O=C(c1ccco1)N1CCC(c2nc(-c3ccccc3Cl)no2)CC1	1	-3	1	4	-1	-5	1	1.1	1	1
COc1ccc(CCN(C)CCC(=O)Nc2c(C)cc(C)cc2C)cc1OC	1.1	13	0.9	-6	-3	3	1	1.1	1.1	5
CC(=O)N1CCN(C(=S)NCc2ccccc2)CC1	1.1	-6	1	-1	-1	-2	1	1	1	-2
Cc1ccc(C(=O)Nc2nnc(-c3ccc(C(C)(C)C)cc3)s2)cc1	0.9	-6	1	6	-5	11	0.9	0.9	0.9	2
Nc1cc(-c2ccc(Cl)cc2)nn1S(=O)(=O)c1ccccc1	1	12	1	-5	-6	13	1	1.1	1	-4
CN(C)S(=O)(=O)c1ccc(C(=O)NC(=O)CSc2ccccc2)cc1	0.9	-7	1	-1	1	15	0.9	1	1	2
O=C(CCSc1ccc(Br)cc1)Nc1cccnc1	1.1	-7	1	4	0	2	1.1	1	1	-1
CC(c1ccon1)N(C)Cc1c(C(=O)N(C)Cc2ccccc2)nc2ccccn12 (configuration not stated)	1	-8	1	0	-1	-3	1	1.1	1	-2
C=CCn1c(=NC(=O)c2ccccc2[N+](=O)[O-])sc2cc(S(C)(=O)=O)ccc21	0.9	-17	1	16	0	-24	1.1	1	0.8	-5
COC(=O)c1ccc(S(=O)(=O)N2Cc3ccccc3C2)cc1	1.1	-11	1.1	-3	0	-10	1.1	1.1	1	-7
Cc1cccc(N2C(=S)NC3c4cc(Cl)ccc4OC2(C)C3C(=O)N(C)C)c1 (configuration not stated)	1.1	-16	1	12	-6	3	1	1	0.9	-3
Cc1cc(Nc2ccccc2Br)n2nc(C)nc2n1	1.1	5	1	5	-3	14	1.1	1.1	0.9	0
Cn1c(CNC(=O)c2cccs2)nnc1SCC(=O)Nc1ccccc1	1	-6	1	9	0	-1	1	1	0.9	-1
O=C(CN1CCCCCC1)Nc1ccccc1F	0.8	-5	1.1	16	-7	-8	1	0.9	0.8	-5
Cc1cc(C)nc(NC(C)(C)C(=O)O)n1	0.9	-7	1.1	21	4	6	1.1	1	0.8	-5
COc1ccc(-c2cc(C(=O)NC(Cc3cc4ccccc4[nH]3)C(=O)O)c(C)o2)cc1OC (configuration not stated)	1.4	-9	1	10	-7	-1	1	1.1	0.9	0
Cc1c(NC(=O)CSc2ccc3c(c2)OCCO3)c(=O)n(-c2ccccc2)n1C	1.1	-14	1.1	17	-11	5	1	1	0.8	-5
CCCn1c(N)cc(=O)n(C)c1=O	1	-10	1	3	-1	-1	1	1.1	1	-4
Cc1cc(Oc2ccc(C(C)(C)C)cc2)nc(N2CCOCC2)n1	1	-16	1.1	14	2	4	1.1	0.9	0.9	-7
COc1ccc(-c2nn(-c3ccccc3)cc2C(=O)N/N=C/c2ccc([N+](=O)[O-])o2)cc1	1.3	4	0.9	4	-3	14	1	1.1	1	5
COc1cc(N2CN=c3s/c(=C\c4ccccn4)c(=O)n3C2)cc(OC)c1OC	0.7	-4	1	5	-2	5	1	0.7	1	-1
Cc1csc(NC(=O)CSc2nnc(NC(=O)C3CC(=O)N(c4ccccc4)C3)s2)n1 (configuration not stated)	1.1	6	1	7	-4	2	1.1	1.1	0.9	-3

Compound activity as filed in PubChem.
